Screens from PubChem BioAssay.
p53ts 32C kill – qHTS Screen for Compounds that Selectively Target Cancer Cells with p53 Mutations: Cytotoxicity of p53ts Cells at the Permissive Temperature. H1299-p53A138V at 32C, ATP luminescence viability, 24 h. Potency, µM (top dose mostly 46.1 µM), inactives show top-dose activity change, negative = cytotoxicity, usual class: cytotoxic. 130,000 compounds, 0.93% hits. AID 924, 2007;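 also: 0% = DMSO and -100% = full killing by reference compound; nearly all actives have a fitted effect of over 55% in size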
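Cells: H1299 p53ts (A138V), 600/well, pre-incubated 16–30 h at 37C. Cpd up to 46 uM, 24 h, 32C. Readout: ATPlite luminescence, 20 min RT. Normalization: DMSO vs tamoxifen 100 uM. AC50 by Hill equation.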
IkB signaling – IkB Signaling | ABC-DLBCL IkBa-CBG/CBR dual luciferase ratio, 4 h; response scale: scaled: untreated 0%, proteasome inhibitor 100% | Potency, µM (doses to about 57.1 µM), for inactives: at the top dose IkBa stabilization activation | 110,000 compounds, 0.04% hits | AID 445, 2006; active = well fitted curve in the direction sought with a large enough effect in the signal ratio, not every such curve was filed as active; inconclusive = small, poorly fitted or top-dose-only effect, or a change in a side signal; the % refers to the signal ratio;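 also: the direction sought is a rising ratio; 0% = basal untreated cells and 100% = reference inhibitor full response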
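In this assay, an IκBα–CBG68 fusion accumulates when IKK-driven degradation is blocked; native CBR normalizes for cell number. OCI-Ly3 cells were treated 4 h with compound and doxycycline, then green and red light read after Chroma-Glo addition.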
Imprint erasure – qHTS Assay for Compounds that Induce Erasure of Genomic Imprints. mouse ES Peg3-LacZ reporter, beta-gal luminescence, 40 h. Potency, µM (top dose mostly 60.7 µM), for inactives: at the top dose activity change, positive = activation, hits mostly activators. 110,000 compounds, 0.02% hits;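 also: 0% = negative control wells on the plate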
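Imprint erasure is scored as LacZ activity from the silenced maternal Peg3 allele in feeder-free female ES cells cultured 40 h with LIF. Luminescence is normalized to in-plate negative controls and fitted to the Hill equation.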
p53ts 39C tox – qHTS Screen for Compounds that Selectively Target Cancer Cells with p53 Mutations: Cytotoxicity of p53ts Cells at the Nonpermissive Temperature. H1299-p53A138V viability at 39C, ATP luminescence, 24 h. Potency, µM (highest dose often 46.1 µM), without a hit: at the top dose activity change, negative = cell killing, hits mostly cytotoxic. 130,000 compounds, 1.5% hits; also: nearly all actives have a fitted effect of over 55% in size
Numbers without * were called inactive; ? = inconclusive; / = not tested or not shown; [ ] = remark or other dose. Unless noted, calls follow the shape of the dose curve; as a rule, active = well fitted curve in the direction sought with a large enough effect; inconclusive = small, poorly fitted or top-dose-only effect, or another doubt; inactive = no such curve, though single readings can be large; an effect the other way counts as inactive or inconclusive. Unless noted, % is scaled to controls: 0 for no effect and ±100 for the full control effect; potency is read from the fitted curve at half-maximal effect.

compound,Imprint erasure,p53ts 32C kill,IkB signaling,p53ts 39C tox
CCOC(=O)c1c(NC(=O)c2nc(SC)ncc2Cl)sc(C)c1C,-13%[10.9 µM],7%,-0.9%,-9%
Cc1ccc(CNC(=O)Nc2cn(CC(C)C)c(=O)c3ccccc23)cc1,5%[10.9 µM],-5%,?,-7%
Cc1cc(C(=O)CSc2nnc(-c3ccc(Cl)cc3)n2CC2CCCO2)c(C)n1C (stereo unspecified),-18%,11%,1.3%,7%
COc1ccc(Oc2ncc3nc(-c4ccc(OC)cc4)c(=O)n(C)c3n2)cc1,-1%,6%,0.6%[11.4 µM],11%
CCc1nc(N)c(C#N)c(-c2cccnc2)c1C,-8%,2%,-3.5%,1%
O=C1C=C(O)CC(c2ccc(Cl)cc2)C1 (stereo unspecified),1%,-1%,-1.7%,-5%
CCC1Oc2ccc(C)cc2N(CC(=O)N2CCN(c3ccc(F)cc3)CC2)C1=O (stereo unspecified),-10%,7%,3.9%,-3%
CCOc1ccc(NC(=O)N2CCN(S(=O)(=O)c3ccc4c(ccn4C)c3)CC2)cc1,-5%[10.9 µM],4%,2.5%,-17%
O=C(NCCCO)c1nn(-c2ccc(Cl)cc2)nc1CO,-19%[10.9 µM],-13%,-1.9%,-27%
O=C(NCc1ccccn1)c1c(Cl)cccc1Cl,-7%,0%,2.9%,-8%
CC(C)=NO[C@@H](C)CN1CCCc2nc(C)c(C)cc21,/,1%[9.22 µM],/,0%[9.22 µM]
CCCCCC/C=C\CCCCCCCc1cccc(O)c1C(=O)O,-15%,-8%,/,10%
C#CCCCO/N=C1/C[C@@H](O)[C@@H](O)[C@@H]2[C@@H]3C(=O)N([C@@H](C)c4ccccc4)C(=O)[C@H]3CC[C@@H]12,/,-5%[9.22 µM],/,-5%[9.22 µM]
Cc1cc(=O)n(C)c(=O)n1CCCNc1ccccc1,-9%,-6%,1.2%,-8%
COc1ccc(S(=O)(=O)c2c(Nc3c(C)cccc3C)sc(C(=O)c3ccc(F)cc3)c2N)cc1,-22%[10.9 µM],1%,1.1%,2%
CCN(C(=O)c1cc2c(s1)-c1ccccc1OC2)c1cccc(C(F)(F)F)c1,-10%[10.9 µM],17%,?,-9%
COc1ccccc1NC(=O)C1=C(C)NC(SCC(=O)c2ccccc2)=C(C#N)C1c1ccco1 (stereo unspecified),-28%,-2%,2.1%,-5%
CCN(CC)S(=O)(=O)c1ccc(C(=O)NCCc2cc3c(OC)ccc(OC)c3[nH]c2=O)cc1,-15%,-1%,0.0%,1%
c1ccc2c(c1)NC1(CCCCC1)n1c-2nc2ccccc21,-79%[inhibitor],?,8.0%,?
CCOc1ccc(N(CC(=O)N2CC=C(c3ccccc3)CC2)S(=O)(=O)c2c(C)noc2C)cc1,0%,5%,2.4%,-9%
COc1ccc2cc(-c3nc(Cl)c4c5c(sc4n3)CCCC5)c(=O)oc2c1,-4%[10.9 µM],3%,-2.3%,16%
CCOc1ccccc1CNC(=O)c1ccc(-c2nc(CSc3ccc(C)cc3)c(C)o2)cc1,-8%[10.9 µM],2%,-0.1%,-4%
O=C(Nc1ccc(OC(F)(F)F)cc1)C1CCN(S(=O)(=O)c2cccs2)CC1,-19%[10.9 µM],17%,?,-28%
Cc1ccc(S(=O)(=O)NCCN(CCNS(=O)(=O)c2ccc(C)cc2)S(C)(=O)=O)cc1,-12%,2%,1.2%,-8%
Cc1cc(C)cc(OCC(=O)Nc2ccc(S(=O)(=O)Nc3onc(C)c3C)cc2)c1,-18%[10.9 µM],2%,4.0%,5%
O=C(Cn1cnc2ccccc2c1=O)NCCC(=O)N1CCN(Cc2ccccc2)CC1,-8%,5%,-0.8%,-14%
COc1ccc(OC)c(NC(=O)c2c(C)oc3ncnc(N4CCOCC4)c23)c1,9%[10.9 µM],3%,-2.5%,-23%
O=C(OCCN1CCCCC1)c1ccccc1Cl,-2%,0%,0.4%,-8%
Cc1cc(C)cc(Nc2cc(C(=O)NCCCN(Cc3ccccc3)C(C)C)c3ccccc3n2)c1,-12%[10.9 µM],-16%,?,16µM*
CC(C)C(NC(=O)CC12CC3CC(CC(C3)C1)C2)C(=O)O (stereo unspecified),-5%,1%,-1.6%,5%
O=C(Cn1c(=O)n(Cc2ccc(C(=O)NCc3ccc4c(c3)OCO4)cc2)c(=O)c2ccccc21)Nc1cccc(Cl)c1,-7%[10.9 µM],9%,3.5%,5%
COc1ccc(N(Cc2cccs2)C(=O)c2ccc(C(C)(C)C)cc2)cc1,-16%[10.9 µM],13%,?,-1%
O=C(NCCC1=CCCCC1)C1CCCN(S(=O)(=O)c2ccccc2)C1 (stereo unspecified),-18%,-3%,-0.1%,1%
Cc1cc(C)cc(NC(=O)C2CCN(S(=O)(=O)c3cccc4nonc34)CC2)c1,10%[10.9 µM],4%,0.3%,-8%
COc1ccc2c(c1)N(C(=O)CN1C(=O)C3CCCCC3C1=O)C(C)(C)C=C2C (stereo unspecified),/,5%,/,2%
CCCN1CCN(c2ncnc3sc(C(=O)Nc4ccc(OC(F)(F)F)cc4)c(C)c23)CC1,-7%[10.9 µM],-9%,?,?
CC1CCN(S(=O)(=O)c2ccc(NC(=O)c3cccs3)cc2)CC1,-10%,15%,?,2%
O=C(CSc1nnc2scc(-c3ccccc3)n12)NCc1ccco1,-7%,0%,-1.9%,-4%
N#Cc1ccccc1Cn1cc(C#N)c2ccccc21,/,-5%,/,-7%
Cc1ccc(Cn2nnc(C(=O)Nc3cccc(C)c3C)c2N)cc1,-23%,4%,3.3%,-12%
COc1ccc(C)cc1S(=O)(=O)N(C)CC(=O)Nc1ccc2c(c1)OCO2,-21%,-1%,3.2%,7%
Cc1ccc(C(=O)CSc2nc3ccccc3c(=O)n2N)o1,-31%[inhibitor],-4%,0.8%,-5%
COc1ccccc1Nc1nc(N)nc(CN2CCN(c3ccccc3F)CC2)n1,-16%,8%,6.8%,1%
c1ccc(Nc2n[nH]nc2-c2ccccc2)cc1,-9%,15%,2.0%,12%
CCCCN(CC)CCNc1c(N2CCN(C(=O)OCC)CC2)c(=O)c1=O,-4%,0%,-0.8%,-3%
COC(=O)[C@@]1(Cc2ccc(F)cc2)[C@H]2c3cc(C(=O)N(C)C)n(CCCNc4ccc(C(F)(F)F)cc4Cl)c3C[C@H]2CN1C(=O)c1ccccc1,-2%,14%,/,4%
Cc1ccc2c(=O)cc(C(=O)Nc3sc4c(c3C(=O)NCC3CCCO3)CCC4)oc2c1 (stereo unspecified),?,12%,-1.4%,13%
Cc1ccc(Cl)cc1NC(=O)C(C)n1nnc2sc(-c3ccccc3)cc2c1=O (stereo unspecified),5%[10.9 µM],-10%,-1.8%,-17%
CCC1S/C(=C(\C#N)C(=O)NCc2ccco2)N(c2ccc(Br)cc2)C1=O (stereo unspecified),-13%,4%,?,-3%
COc1cc(CNc2ccc3[nH]c(=O)[nH]c3c2)ccc1OCC(=O)NC(C)(C)C,-5%,-14%,1.8%,-26%

Overlap with the part before: 3 compounds; new compounds follow.
compound,Imprint erasure,p53ts 32C kill,IkB signaling,p53ts 39C tox
Cc1ccc(Cl)cc1NC(=O)C(C)n1nnc2sc(-c3ccccc3)cc2c1=O (stereo unspecified),5%[10.9 µM],-10%,-1.8%,-17%
CCC1S/C(=C(\C#N)C(=O)NCc2ccco2)N(c2ccc(Br)cc2)C1=O (stereo unspecified),-13%,4%,?,-3%
COc1cc(CNc2ccc3[nH]c(=O)[nH]c3c2)ccc1OCC(=O)NC(C)(C)C,-5%,-14%,1.8%,-26%
CCOC(=O)N1CCC(NC(=O)c2sc(-n3cccc3)nc2C)CC1,4%,0%,0.3%,4%
O=C(c1ccc(Br)o1)N1CCCc2ccccc21,/,-6%,/,12%
Cc1ccc(S(=O)(=O)Cc2ccc(C(=O)N3CCCCCC3)o2)cc1,-19%,10%,-1.1%,-1%
CCCn1nnc(NC(=O)c2cc3ccccc3o2)n1,-18%,-22%,?,-23%
CCOc1ccc(N2C(=O)c3ccccc3C2O)cc1 (stereo unspecified),-75%[inhibitor],?,4.2%,?
O=C(NCc1cccs1)c1ccc(Cl)s1,-4%,3%,0.2%,13%
CC1=C(C(=O)NCCN2CCN(C)CC2)C2(CCC(C)CC2)OC1=O (stereo unspecified),-7%,-6%,-1.0%,0%
COc1cccc(C(=O)Nc2cc(-c3cn4cccnc4n3)ccc2C)c1OC,?,-2%,-2.5%,-12%
CCOC(=O)c1[nH]c2ccc(F)cc2c1NC(=O)C(C)N1CCc2cc(OC)c(OC)cc2C1 (stereo unspecified),-19%,2%,?,-12%
Cc1[nH]c2ccccc2c1Cc1n[nH]c(=S)n1C,/,1%,/,9%
O=C(CSc1nnnn1C1CCCC1)Nc1cccc(NC(=O)c2ccco2)c1,-31%[inhibitor],1%,?,-9%
COc1cc(OC)cc(C(=O)N2CCC(n3c(C)nc4cc(F)ccc43)CC2)c1,-9%,-19%,3.3%,-3%
CCCCCc1nnc(NC(=O)OCCC)s1,-12%,-1%,-5.0%,-6%
CCOc1ccc(N(CC(=O)Nc2ccc(C)c(C)c2)S(=O)(=O)c2c(C)noc2C)cc1,-19%,10%,4.5%,26%
Cc1nnc(SCC(=O)Nc2sccc2C(N)=O)n1Cc1ccccc1,1%,5%,0.5%,3%
CC(=O)Nc1ccc(S(=O)(=O)Nc2cc(C)c(-n3nc4ccccc4n3)cc2O)cc1,-15%,-3%,6.4%,-3%
COc1cc(NC(=O)C2CCN(S(=O)(=O)c3cccc4nonc34)CC2)cc(OC)c1,-4%,-15%,1.0%,-13%
CN(C)c1ccccc1CN1CCCN(Cc2ccccc2N(C)C)C1c1ccncc1,-19%[10.9 µM],-4%[9.22 µM],2.8%[11.4 µM],10%[9.22 µM]
Cc1cccc(C)c1NC(=O)CCCSc1nnnn1C,13%,7%,0.9%,4%
COCCn1c(Sc2nc(C)cs2)nc2c1c(=O)[nH]c(=O)n2C,19%,6%,-1.2%,9%

Rewritten with values under each structure: five of the compounds above.
Order of values: Imprint erasure, p53ts 32C kill, IkB signaling, p53ts 39C tox
O=C(CSc1nnc2scc(-c3ccccc3)n12)NCc1ccco1
  -7%, 0%, -1.9%, -4%
N#Cc1ccccc1Cn1cc(C#N)c2ccccc21
  /, -5%, /, -7%
Cc1ccc(Cn2nnc(C(=O)Nc3cccc(C)c3C)c2N)cc1
  -23%, 4%, 3.3%, -12%
COc1ccc(C)cc1S(=O)(=O)N(C)CC(=O)Nc1ccc2c(c1)OCO2
  -21%, -1%, 3.2%, 7%
Cc1ccc(C(=O)CSc2nc3ccccc3c(=O)n2N)o1
  -31%[inhibitor], -4%, 0.8%, -5%

Further results:
compound,Imprint erasure,p53ts 32C kill,IkB signaling,p53ts 39C tox
O=C(Nc1ccccc1)c1ccc(S(=O)(=O)N(CCO)CCO)cc1,-18%,-6%,-1.9%,-1%
COc1ccc(NC(=O)Cn2c(=O)n(Cc3ccccc3)c(=O)c3sc4ccccc4c32)cc1,-3%[10.9 µM],1%,1.7%,-4%
COc1ccc(OC)c(CCNC(=O)Cn2ccc3cc(S(=O)(=O)N4CCCCC4)ccc32)c1,-8%[10.9 µM],-2%,?,-13%
COCCCNC(=O)c1ccc(Cn2c(=O)c3ccccc3n(CC(N)=O)c2=O)cc1,5%[10.9 µM],2%,-4.0%,-5%
COc1ccc(S(=O)(=O)n2nc(C)c(S(=O)(=O)N3CCCCCC3)c2C)cc1OC,-7%[10.9 µM],-5%,5.3%,-20%
